14-3-3g Raf: 14-3-3 gamma protein interaction modulation; P61981; FP, 14-3-3gamma / TMR-pS259-Raf peptide binding; inhibition, % at 40 µM; 160,000 tested, 0.19% active; AID 422; in the data active means inhibition above about 30%;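 further: 0% = protein plus tracer without compound and 100% = blank with tracer alone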
Target sequence (P61981 whole entry, looked up): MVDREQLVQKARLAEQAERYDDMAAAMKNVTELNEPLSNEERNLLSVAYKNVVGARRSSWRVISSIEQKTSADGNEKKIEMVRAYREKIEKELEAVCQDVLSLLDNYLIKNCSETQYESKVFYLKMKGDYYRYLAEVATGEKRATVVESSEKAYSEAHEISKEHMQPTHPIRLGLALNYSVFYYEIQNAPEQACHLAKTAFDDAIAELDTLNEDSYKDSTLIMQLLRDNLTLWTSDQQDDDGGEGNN
The depositor's hits bear a star; & = joins results of further samples.

SMILES	14-3-3g Raf
COc1cccc(C(=O)OCC(=O)c2ccc([N+](=O)[O-])cc2)c1	5
c1ccc(-c2ccccn2)nc1	-5
CCOC(=O)c1ccc(NC(=O)C2CC2)cc1	4
CCOc1ccc(N2CC(C(=O)Nc3ccccc3C(F)(F)F)CC2=O)cc1 (stereo unspecified)	-1
CCc1ccc(N(C)S(=O)(=O)c2ccc3[nH]cc(C(=O)N(C)Cc4ccccc4)c(=O)c3c2)cc1	-5
CC(=O)Nc1nc2c(c(-c3ccccc3)c1C#N)CCCCC2	-3
O=C(Cn1c2ccccc2c(=O)c2ccccc21)N1CCN(c2ccc([N+](=O)[O-])cc2)CC1	-6
Cc1csc2nc(CNC(=O)c3cccc(C(F)(F)F)c3)cn12	-10
c1cn(CCCNc2ncnc3sc4c(c23)CCC4)cn1	3
CCOc1ccccc1NC(=O)c1c(N)sc2c1CCC(C)C2 (stereo unspecified)	-37
CCN(c1ccccc1)c1cc(C)nc2ncnn12	-6
Cc1ccc(-c2nc(NC(=O)CCCOc3ccc(Cl)cc3)sc2C)cc1	-5
CCCNC(=O)c1c[nH]c2ccc(S(=O)(=O)N(C)c3c(C)cccc3C)cc2c1=O	-13
Cc1c(C)c2cc3c(-c4ccc(Br)cc4)coc3c(C)c2oc1=O	-7
CCOc1ccc(C2CC(=O)NC(SCC(=O)OC)=C2C#N)cc1 (stereo unspecified)	2
CCC(=O)N(Cc1cc2cc(OC)ccc2[nH]c1=O)c1ccccc1C	-1
COc1cccc(N2C(=O)c3cccc4c(N5CCCCC5)c([N+](=O)[O-])cc(c34)C2=O)c1	-3
CC(C)n1c(SCc2ccc(F)cc2)nc2c1c(=O)n(C)c(=O)n2C	2
O=C(CSc1cn(Cc2cccc(F)c2)c2ccccc12)N1CCOCC1	1
C=C(C)Cc1c(C)nc(-c2ccccc2)[nH]c1=O	-1&1

The closing 2 compounds of the part before are carried over, then new ones follow.
SMILES	14-3-3g Raf
O=C(CSc1cn(Cc2cccc(F)c2)c2ccccc12)N1CCOCC1	1
C=C(C)Cc1c(C)nc(-c2ccccc2)[nH]c1=O	-1&1
COc1ccc(C(=O)OCCNC(=O)c2c(Cl)nc3ccccn23)cc1	-7
COc1ccc(Cc2nnc(SCC(=O)c3ccccc3)o2)cc1	-12
Cc1ccc2c(C)nc(SC3CC(=O)N(c4ccc(C)c(Cl)c4)C3=O)nc2c1 (stereo unspecified)	-24
O=C(c1ccc(S(=O)(=O)N2CCCCCC2)cc1)N1CCN(c2ccccn2)CC1	-11
COCCN1Cc2cccc(C(=O)Nc3cccc(C)c3C)c2C1=O	-3
O=C(NCCN1CCCC1)c1ccc(CS(=O)(=O)Cc2ccccc2Cl)o1	4
Cc1ccc(CNC(=O)CN2C(=O)COc3ccccc32)cc1	-6
COc1ccc(S(=O)(=O)N(C)CC(=O)NC2CCCCC2)cc1OC	-1
CCOc1ccc(N=C2SC(C(=O)Nc3ccccc3OC)CC(=O)N2C)cc1 (stereo unspecified)	4
CCCCN1CC(C(=O)NC2CCCCC2)CC1=O (stereo unspecified)	-1
CCOC(=O)c1ccc(NC(=O)C2CC(=O)N(c3ccc(C(C)C)cc3)C2)cc1 (stereo unspecified)	-4
O=C(O)c1ccc(Oc2ccc([N+](=O)[O-])cc2)cc1	-6
COc1ccc(-c2cc(C(F)(F)F)nc(SCCC(=O)NCc3ccco3)n2)cc1	-8
COc1ccc(-n2c(=O)c3c4c(sc3n(CC(=O)N3CCC(C)CC3)c2=O)CCCC4)c(OC)c1	-10
COc1ccc(-c2nc(-c3ccccc3)no2)c(OC)c1	-2
COc1ccc(OC)c2[nH]c(=O)c(CCNC(=O)COc3ccccc3)cc12	-7&-7
O=C(O)c1ccc(Cl)cc1NC(=O)C1CCCO1 (stereo unspecified)	-1
O=C(O)C1C2C=CC3(CN(Cc4ccncc4)C(=O)C13)O2 (stereo unspecified)	-6
CCCCn1c(SCC(=O)N2CCC(C)CC2)nc2ccsc2c1=O	4
CC(=O)C1C(c2cccc(Br)c2)NC(=O)NC1(O)C(F)(F)F (stereo unspecified)	-9
Cc1cc(C)n(-c2nc(NC(C)(C)C)nc(NC(C)(C)C)n2)n1	-6
Cn1cccc1P(=O)(c1cccn1C)c1cccn1C	-5
COc1ccc(S(=O)(=O)N2CCN(S(=O)(=O)c3ccc4c(c3)OCCO4)CC2)cc1	1
CC1Cc2cc(C3Nc4ccccc4C(=O)N3c3ccccc3)ccc2O1 (stereo unspecified)	5
[O-]/[N+](=C\c1ccncc1)c1ccccc1	6
COc1ccccc1-c1cc(C(F)(F)F)nc(S(=O)(=O)CCCC(=O)Nc2cc(C)on2)n1	0
CCCSc1nnc2c(n1)OC(c1cc(Br)ccc1OC)Nc1ccccc1-2 (stereo unspecified)	-181
CCOc1ccc(CN2CCN(c3ncnc4sc5c(c34)CC(C)CC5)CC2)cc1 (stereo unspecified)	-3
COc1ccccc1N1CCN(C(=O)c2ccc(S(=O)(=O)N3CCCC3)cc2)CC1	8
CC(C)c1ccc(NC(=O)c2cc(S(=O)(=O)NC3CCCCCC3)ccc2F)cc1	-4
COc1ccccc1C1C(Oc2ccccc2)C(=O)N1c1cccc([N+](=O)[O-])c1 (stereo unspecified)	-6
O=C(Nc1ncc([N+](=O)[O-])s1)c1cnc2sccn2c1=O	-78
CCn1nnnc1SCC(=O)Nc1cccc(C)n1	-1
O=C(CN(c1cc(C(F)(F)F)ccc1Cl)S(=O)(=O)c1ccccc1)Nc1ccc2c(c1)OCO2	-22
CC(O)CNCCNc1c(Cl)cccc1[N+](=O)[O-] (stereo unspecified)	-3
COc1ccccc1NC(=O)c1cc(Cl)ccc1NC(=O)c1ccco1	-7
COc1cccc(C2C3CN(C)CC=C3C(C#N)=C(N)C2(C#N)C#N)c1OC (stereo unspecified)	-5
O=C(O)c1ccccc1NC(=O)C1CCCO1 (stereo unspecified)	6
C=CCN(C(=O)COc1ccccc1)c1nnc(-c2ccncc2)s1	-5
CS(=O)(=O)c1ccc2nc(NC(=O)c3ccc(C(=O)c4ccccc4)cc3)sc2c1	5
O=c1oc2ccccc2cc1-c1nnc(-c2cccc(Br)c2)o1	-3
O=C(CSc1nc2ccccc2c(=O)n1Cc1cccs1)Nc1cccc(C(F)(F)F)c1	-5
Cn1c(=O)c2c(nc(N3CCOCC3)n2CC(=O)c2ccccc2)n(C)c1=O	4
COC(=O)c1ccc(CS(=O)(=O)c2ccccc2C)o1	1
COc1ccccc1CNC(=O)c1cc(=O)n(Cc2ccc(C)cc2)c2ccccc12	-5
CCOC(=O)c1ccc(-n2c(N)c(C(=O)NC(C)c3ccccc3)sc2=S)cc1 (stereo unspecified)	-3
Cc1ccc(S(=O)(=O)c2ccc(Cl)cc2)cc1S(=O)(=O)Nc1cccc(C(=O)O)c1	10
Cc1ccccc1-n1nc2c(c1NC(=O)CC13CC4CC(CC(C4)C1)C3)CSC2	0
Cc1ccc(-c2csc(N3CCC(C(N)=O)(N4CCCCC4)CC3)n2)cc1	2
Oc1ccc2ccccc2c1C=Nc1cccc(Cl)c1	1
Cc1sc2[nH]c(=S)n(-c3ccccc3)c(=O)c2c1-c1ccc(F)cc1	-11
CCOC(=O)c1c(NC(=O)CSc2nnc(CNC(=O)c3ccco3)n2C)sc2c1CCC2	-13
Cc1cccn2c(=O)c3cc(C(=O)NCCc4ccc(S(N)(=O)=O)cc4)sc3nc12	-6
CCn1cc(C(=O)N2CCN(C3CCCCC3)CC2)c2cc(OC)c(OC)cc2c1=O	-12
CCCN(C(=O)Cn1c(=O)oc2cc(Cl)ccc21)c1ccc(C(C)C)cc1	-4
CCn1c(COc2ccccc2)nnc1SCC(=O)CC(=O)Nc1ccccc1OC	3
Cc1ccc2cc3cc(C(=O)N4CCN(c5ccc([N+](=O)[O-])cc5)CC4)sc3nc2c1	-11
COc1ccc2nc3sc(C(=O)Nc4cccc(Cl)c4)cc3cc2c1	-17
O=C(NCCCN1CCOCC1)c1ccc(Sc2cccc(Cl)c2)c([N+](=O)[O-])c1	-9
Cc1ccc(NC(=O)N(CCC(C)C)C(C)c2cccs2)cc1C (stereo unspecified)	-4

The final 5 entries of the section above come first, to join the parts:
SMILES	14-3-3g Raf
CCn1c(COc2ccccc2)nnc1SCC(=O)CC(=O)Nc1ccccc1OC	3
Cc1ccc2cc3cc(C(=O)N4CCN(c5ccc([N+](=O)[O-])cc5)CC4)sc3nc2c1	-11
COc1ccc2nc3sc(C(=O)Nc4cccc(Cl)c4)cc3cc2c1	-17
O=C(NCCCN1CCOCC1)c1ccc(Sc2cccc(Cl)c2)c([N+](=O)[O-])c1	-9
Cc1ccc(NC(=O)N(CCC(C)C)C(C)c2cccs2)cc1C (stereo unspecified)	-4
O=S(=O)(c1ccc(F)cc1)N1CCCCCC1	0
CCc1ccc(NC(=O)CSc2nc3ccccc3c(=O)n2Cc2ccco2)cc1	1
COc1ccc(C(=O)Cn2c(=O)n(Cc3ccccc3)c(=O)c3cc(OC)c(OC)cc32)cc1	3
CCOC(=O)c1cc(C)sc1NC(=O)c1ccc(C)cc1	4
COc1cccc(-c2cc(C(=O)N3CCCc4ccccc43)no2)c1	3
CCOC(=O)C1=C(C)C2C3C(=O)N(c4ccccc4Cl)C(=O)C3C1(C)C1C(=O)N(c3ccccc3Cl)C(=O)C21 (stereo unspecified)	-84
Cc1cccc(-c2nc3cc(NC(=O)c4ccc(OCC(C)C)cc4)ccc3o2)c1	-5
CC1(C(=O)CSc2nc3ccccc3[nH]2)CCC(=O)O1 (stereo unspecified)	-2
Cn1cnnc1SCC(=O)c1ccc2c(c1)CCCC2	-4
FC(F)(F)c1cc(-c2ccco2)nc(NCC2CCCO2)n1 (stereo unspecified)	-9
Cn1c(=O)c2c(SCC(=O)N3CCCCCC3)nc(-c3ccco3)nc2n(C)c1=O	5
CCOc1ccc(C2CC(c3ccc(CC)cc3)Nc3nnnn32)cc1OC (stereo unspecified)	-4
CN(Cc1cccs1)C(=O)COc1ccc(-c2nnco2)cc1	-10
COc1cc2c(cc1NC(=O)CSc1nc3ccc([N+](=O)[O-])cc3[nH]1)oc1ccccc12	-4
COC(=O)c1ccccc1NC(=O)c1oc(=O)c2ccccc2c1-c1ccc(C)cc1	1
NC(=O)C1=CC2([N+](=O)[O-])CN(CC(=O)O)CC([N+](=O)[O-])(C1)C2 (stereo unspecified)	2
O=C(O)CCc1ccc(-c2cccs2)n1NC(=O)c1ccc(O)cc1	-8
COCCOC(=O)c1c(C)oc2cc(Br)c(OCc3cc(C)ccc3C)cc12	-11
COC(=O)c1c(NC(=O)COc2ccc(Cl)cc2)sc2c1C(C(=O)OC)CC2 (stereo unspecified)	-12
O=C(CN1CCN(Cc2ccccc2Cl)C1=O)NCCCN1CCOCC1	-1
COc1cccc(C(=O)Nc2ccc(Cl)c([N+](=O)[O-])c2)c1	-1
O=C1N[C@@H](Cc2cnc[nH]2)C(=O)N2CCC[C@@H]12	0
CN1CCN(CC(=O)Nc2ccc(Oc3ccccc3)cc2)CC1	1
COC(=O)Cc1c(C)nc2nc(NCc3ccc(Cl)cc3)[nH]n2c1=O	-5
COc1ccc(CCn2nnnc2C(CC(C)C)N2CCC(C(N)=O)CC2)cc1OC (stereo unspecified)	-8
O=c1c2sccc2nc(SCc2cccc([N+](=O)[O-])c2)n1-c1ccc(Br)cc1	-8
O=C(CCC(=O)OCC(=O)c1ccccc1)Nc1ccc2c(c1)oc1ccccc12	-5
COCCCNC(=O)c1ccc2c(c1)N(Cc1cccc(C)c1)C(=O)CS2	-2
COc1ccc(CNc2nc(=S)[nH]c3cc(OC)c(OC)cc23)cc1	-1
C=CCn1c(=O)c(C(=O)Nc2nnc(C)s2)c(O)c2ccccc21	-1
COC(=O)c1ccc(NC(=O)Cn2nc(C)c3ccccc3c2=O)cc1	2
O=C(Cc1ccc([N+](=O)[O-])cc1)N1N=C(c2cccc([N+](=O)[O-])c2)CC1(O)C(F)(F)F (stereo unspecified)	-11
CCOc1ccc(C2CC(=O)n3nc(-c4ccc(C)cc4)nc3S2)cc1OC (stereo unspecified)	4
COC(=O)c1[nH]c2ccc(Cl)cc2c1NC(=O)C1CC1	-2
COC(=O)C1=C(N)N(c2cccc(C(F)(F)F)c2)C2=C(C(=O)CCC2)C1c1ccc2c(c1)OCO2 (stereo unspecified)	-7
COc1ccc(OC)c(C2Nc3ccccc3S(=O)(=O)N2Cc2ccccc2)c1 (stereo unspecified)	4
CC1=C(C(=O)OCc2ccccc2)C(c2ccccc2C(F)(F)F)C2=C(CC(C)(C)CC2=O)N1 (stereo unspecified)	-3
CCOC(=O)N1CCN(C(=O)CS(=O)(=O)c2cn(Cc3ccc(F)cc3)c3ccccc23)CC1	2
Cc1cc(Cl)ccc1OC(=O)c1cc2ccccc2oc1=O	-3
Cc1ccc(NC(=O)Cn2cnc3sc(C(=O)NCc4ccco4)c(C)c3c2=O)cc1Cl	-18
O=C(CC1C(=O)OCN1C(=O)OCc1ccccc1)OCC(=O)c1ccccc1 (stereo unspecified)	1
COCCCNC(=O)c1ccc2c(=O)n(CCOC)c(=S)[nH]c2c1	-11
O=c1[nH]c2c(oc3ccccc32)c(-c2ccccc2)c1-c1ccccc1	0
CCC(=O)N1CC23C=CC(CC2CC12CCCCC2)O3 (stereo unspecified)	-6
O=C(c1ccc(S(=O)(=O)c2ccccc2Cl)c([N+](=O)[O-])c1)N1CCN(c2ccccc2Cl)CC1	-7
CCOC(=O)c1cnc2ccc(C)cc2c1NCCO	5

6 entries drawn at random from the list so far:
SMILES	14-3-3g Raf
COCCCNC(=O)c1ccc2c(=O)n(CCOC)c(=S)[nH]c2c1	-11
O=C(CC1C(=O)OCN1C(=O)OCc1ccccc1)OCC(=O)c1ccccc1 (stereo unspecified)	1
CCC(=O)N1CC23C=CC(CC2CC12CCCCC2)O3 (stereo unspecified)	-6
O=c1[nH]c2c(oc3ccccc32)c(-c2ccccc2)c1-c1ccccc1	0
O=C(c1ccc(S(=O)(=O)c2ccccc2Cl)c([N+](=O)[O-])c1)N1CCN(c2ccccc2Cl)CC1	-7
CCOC(=O)c1cnc2ccc(C)cc2c1NCCO	5

Compound activity (PubChem)

An excerpt; the hit share may differ from the screen's.
